# P. falciparum M1AAP: malaria alanyl aminopeptidase activity blockers – biochemical, fluorogenic H-Leu-NHMec substrate, 1536-well (AID 1445) | 0.42% of 220,000 active | one-dose inhibition, % at 30 µM; IC50 in µM for titrated hits | recombinant M1AAP, H-Leu-NHMec fluorogenic kinetic assay; higher % means a stronger effect;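 active means primary inhibition above the hit cutoff, then over 50% inhibition at one or more dose response concentrations, cut at about 23% in these data, passing the limit was not always enough; inconclusive means conflicting primary data, or primary hits not chosen for dose response; inactive means low primary inhibition, or under 50% at every dose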;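 further: plate controls were DMSO full reaction for no effect and no enzyme background for full effect; strong numbers were not always called active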
# RSV CPE inhibition: RSV antiviral activity via CPE protection, HEp-2 cells, primary 10 µM value included (AID 2391); 0.13% of 310,000 active; HEp-2 cells, RSV-induced CPE inhibition; higher % means a stronger effect; CPE inhibition, % at 10 µM, or IC50 in µM where a hit was titrated; in the data active means a potency from the dose series; inconclusive means CPE inhibition mostly from about 23% at the one dose, without a potency; inactive means the rest, 99 in 100 with CPE inhibition below about 21%; further: strong numbers were not always called active
# West Nile antiviral: inhibition of WNV-induced cytopathic effect – cell-based, CPE readout (AID 1621) | West Nile virus-infected cells, CPE inhibition; higher % means a stronger effect | one-dose CPE inhibition, % at 10 µM; IC50 in µM for titrated hits | 0.02% of 290,000 active; in the data active means a potency from the dose series; inconclusive means CPE inhibition mostly from about 3.7% at the one dose, without a potency; inactive means the rest, 99 in 100 with CPE inhibition below about 2.2%; further: strong numbers were not always called active
# T cell HTS: modulates CD8 T cell binding to vesicles. 0.068% of 330,000 active. calls only at 7 µM. 2C CD8+ T cell-vesicle binding, flow cytometry; stronger effect = lower value;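 active means response, share of CD8 T cells binding vesicles, and their 90th percentile fluorescence all below set limits, cut at about 80% in these data, passing the limit was not always enough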
#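 Benchmarks: naked versus QL9-loaded vesicles / Assay system: purified 2C TCR transgenic mouse naive CD8+ T cells / Technique: high-throughput flow cytometry with anti-B7-1 and anti-CD8 staining / Timing: Cell–vesicle co-incubation 1.5 h at 37 °C, staining 20 min on ice / Read-out: percent CD8+ FL2 mean versus row control / Probe or stimulus: QL9-loaded Drosophila micro-vesicles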
# P. falciparum M17LAP: P. falciparum M17LAP inhibitors, primary screen, biochemical, fluorogenic H-Leu-NHMec substrate, 1536-well (AID 1619); recombinant M17LAP, H-Leu-NHMec fluorogenic kinetic assay; higher % means a stronger effect; one-dose inhibition, % at 30 µM; IC50 in µM for titrated hits; 0.38% of 220,000 active;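 active means compound inhibiting the enzyme by more than half at any dose during confirmatory dose-response retesting; inconclusive means strong single-dose inhibitors picked by rank but not retested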;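 further: plate controls were full reaction with DMSO carrier for no effect and no enzyme background for full effect; strong numbers were not always called active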
# UTI89 phage lysis: inhibition of K1F phage lysis, E. coli UTI89, bacterial capsule biogenesis inhibitors, alamar blue (AID 488966); E. coli UTI89 K1F phage lysis, alamar blue, 2 h; higher % means a stronger effect; inhibition, % at 100 µM; hits with a dose series show IC50 in µM; 0.02% of 340,000 active;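 active means phage lysis inhibition, versus mean bacterial control, above a set limit; inconclusive means no clear call, values can overlap the other calls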;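 further: capsule biogenesis inhibitors block K1F phage lysis so surviving cells raise fluorescence; higher fluorescence means more inhibition of phage lysis; actives were called in the ten point dose series up to 300 µM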
# human PMI inhibitors: MPI inhibition at elevated mannose 6-phosphate – biochemical, fluorescence intensity, high mannose 6-phosphate, primary screen (AID 1220) | 0.66% of 190,000 active | recombinant PMI enzyme, coupled fluorescence intensity; higher % means a stronger effect | inhibition, % at 20 µM; hits with a dose series show IC50 in µM
# human PMI inhibition: MPI enzyme activity inhibition – biochemical, fluorescence intensity, coupled assay, primary screen (AID 1209); purified PMI enzyme, coupled fluorescence intensity; higher % means a stronger effect; one-dose inhibition, % at 20 µM; IC50 in µM for titrated hits; 0.42% of 190,000 active;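 further: plate controls were DMSO vehicle for no effect and wells lacking substrate for full effect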
# TNAP activation fold: human TNAP enzyme activators, primary screen, biochemical, luminescent, no phosphate acceptor, uHTS (AID 1001); activation fold at 20 µM; hits with a dose series show EC50 in µM; 0.03% of 200,000 active; purified TNAP, luminescent activation assay, no phosphate acceptor; higher activation fold means a stronger effect; in the data active means activation fold from about 3, or a potency from the dose series; inactive means the rest, 99 in 100 with activation fold below about 1.6; further: many of its hits are not listed in these tables
# T cell HTS vesicle-bound %: recorded beside T cell HTS, whose call it bears; double positive events, %; measured here: CD8+ vesicle-bound cell fraction;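 binding gate set so that unloaded-vesicle control wells show 10% double positive cells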
# Active calls of the source: *; i = inactive; ? = inconclusive; . = not tested or not shown; [ ] = remark or other dose. Unless noted, no stated cut-off is given here; in the data, active means inhibition above about 50%; inactive means the rest.
# Preview, two compounds:
SMILES,P. falciparum M1AAP,RSV CPE inhibition,West Nile antiviral,T cell HTS,T cell HTS vesicle-bound %,P. falciparum M17LAP,UTI89 phage lysis,human PMI inhibitors,human PMI inhibition,TNAP activation fold
COc1ccc(CCNC(=O)C2CCCN(S(=O)(=O)c3ccccc3)C2)cc1 (stereo not drawn),.,3.7%,-0.4%,i,36,.,1.5%[50 µM],.,.,.
C#CCOCCOCCOCCNc1nc(N2CCN(C(=O)[C@H](Cc3ccc(O)cc3)n3cc([C@@H](N)CC(C)C)nn3)CC2)nc(N2CCN(C(=O)[C@H](Cc3cc4ccccc4[nH]3)n3cc([C@@H](N)CC(C)C)nn3)CC2)n1,16%,-1.1%,0.7%,.,.,1%,.,-33%,-25%,1.5

# The listing (from the top)
SMILES,P. falciparum M1AAP,RSV CPE inhibition,West Nile antiviral,T cell HTS,T cell HTS vesicle-bound %,P. falciparum M17LAP,UTI89 phage lysis,human PMI inhibitors,human PMI inhibition,TNAP activation fold
COc1ccc(CCNC(=O)C2CCCN(S(=O)(=O)c3ccccc3)C2)cc1 (stereo not drawn),.,3.7%,-0.4%,i,36,.,1.5%[50 µM],.,.,.
C#CCOCCOCCOCCNc1nc(N2CCN(C(=O)[C@H](Cc3ccc(O)cc3)n3cc([C@@H](N)CC(C)C)nn3)CC2)nc(N2CCN(C(=O)[C@H](Cc3cc4ccccc4[nH]3)n3cc([C@@H](N)CC(C)C)nn3)CC2)n1,16%,-1.1%,0.7%,.,.,1%,.,-33%,-25%,1.5
Oc1ccc(Nc2nc(-c3ccccc3F)nc3ccccc23)cc1,.,4.8%,0.2%,i,23,.,-0.2%,.,.,.
CSc1cc(-c2ccccc2)n(Cc2c(Cl)cccc2Cl)c(=O)c1C#N,-5%,6.5%,0.5%,i,48,5%,0.7%,1%,-4%,1.2
COc1ccc(OC)c(NC(=O)c2cc3c(=O)n4ccccc4nc3n2C)c1,11%,10%,0.5%,i,25,-5%,0.5%,-4%,-11%,1.1
O=C(Cc1ccccc1)c1nc2ccccc2s1,-4%,0.5%,-0.5%,i,45,0%,0.5%,-86%,-51%,1
CCc1ccc(C(=O)OCC(=O)NC2CCCC2)cc1,.,0.2%,0.2%,i,50,.,0.4%,.,.,.
O=C(O)c1cccc(-c2ccc(/C=N/Nc3ccc([N+](=O)[O-])cc3)o2)c1,27µM*,13%,0.3%,i,30,6%,-0.1%,.,.,.
COC(=O)c1ccc2nc(C)cc(Nc3ccc(N(C)C)cc3)c2c1,9%,0.8%,.,i,34,16%,-0.6%,-7%,-9%,1
COc1ccc(C(=O)N(CN2CCCC2=O)c2cc(C)on2)cc1OC,0%,1.4%,-0.3%,i,30,-8%,0.6%,1%,0%,1
O=C(NC1CCCCC1)C(c1ccncc1)N(C(=O)Cn1nnc(-c2cccs2)n1)C1CCCC1 (stereo not drawn),0%,0.9%,-0.8%,i,19,6%,0.2%,-10%,-15%,1.1
Cc1ccc(C)c(S(=O)(=O)Nc2ccc3oc(C)c(C(=O)O)c3c2)c1,.,1.2%,-0.8%,i,44,.,-0.9%,.,.,.
O=C(NCCCNC(=O)c1cnccn1)c1cccc(Cl)c1,.,-0.1%,-0.3%,i,26,.,0.2%,.,.,.
C=C(C)c1cccc(C(C)(C)NC(=O)N(Cc2ccccc2)Cc2ccco2)c1,8%,8.4%,.,i,21,8%,1.6%,5%,13%,1.1
CC(C)CNc1nnnc2c1sc1nc(N3CCOCC3)c3c(c12)CC(C)(C)SC3,18%,?,0.7%,i,60,8%,0.9%,9%,3%,1
O=C(CCCN1C(=O)c2cccc3cccc(c23)C1=O)NC1CCS(=O)(=O)C1 (stereo not drawn),8%,0.5%,0.3%,i,45,-8%,-0.2%,.,.,1.1
O=C(NCCCCCCNC(=O)c1ccc(Br)s1)c1ccc(Br)s1,1%,-1.9%,?,i,26,10%,0.1%,-3%,-2%,1
Cc1cc2nc(C)c(=O)n(C)c2cc1C,14%,3.9%,1.8%,i,36,-23%,2.2%[50 µM],4%,1%,1
Cc1ccc(C(=O)/C=C/N(C)C)o1,11%,-1.3%,0.3%,i,54,15%,-0.5%,4%,-2%,1.1
CCOc1ccccc1CNS(=O)(=O)c1csc(C(N)=O)c1,.,5.9%,0.3%,i,40,.,0.2%,.,.,.
O=C(NCc1ccncc1)C(=O)NCC(c1ccco1)N1CCN(c2ccccc2F)CC1 (stereo not drawn),4%,0.1%,-0.9%,i,4,-6%,0.2%,2%,14%,1.2
CC(=O)Nc1ccc(-c2csc(NNC(=O)c3ccc(C)cc3)n2)cc1,4%,2.6%,0.2%,i,22,-3%,-0.3%,-52%,-44%,1.1
O=C(c1cc(-c2cccc(Cl)c2)on1)N1CCc2ccccc2C1,.,0.2%,0.3%,i,17,.,-0.5%,.,.,.
CC(=O)c1cnn(-c2c(Cl)cc(Cl)cc2Cl)c1C,1%,4.8%,-0.3%,i,53,2%,1.4%,.,.,.
Cc1cc(C(=O)N2CCCC(N3CCN(c4cccc(C(F)(F)F)c4)CC3)C2)n[nH]1 (stereo not drawn),.,1.6%,-1.0%,i,68,.,0.0%,.,.,.
COc1ccc(NC(=O)C2OCCc3ccccc32)c(OC)c1 (stereo not drawn),2%,1.4%,-0.1%,i,48,-4%,0.3%,3%,10%,1.1
CC1(c2nnc(-c3ccc(Cl)cc3)o2)CC(c2ccc([N+](=O)[O-])cc2)=NO1 (stereo not drawn),7%,0.7%,0.0%,i,6,-5%,0.4%,.,.,.
CC(C)(C)OC(=O)CC12CCCCC1NC(=O)O2 (stereo not drawn),.,-1.3%,0.0%,i,24,.,2.8%,.,.,.
C/C(N)=C(/C#N)C(=O)COC(=O)c1cc(-c2ccccc2)nc2ccc(Br)cc12,2%,18%,0.4%,i,41,-3%,.,5%,3%,1
Cc1cc(NS(=O)(=O)c2ccc(NC(=S)NC(=O)c3ccncc3)cc2)no1,3%,-0.2%,0.0%,i,31,8%,0.1%,.,.,.
Cc1ccccc1NC(=S)N/N=C/c1ccc(O)cc1O,18%,6.2%,0.0%,i,38,18%,0.4%,.,.,.
O=C(Nc1cc(Cl)ccc1O)C1CC(c2ccccc2O)=NO1 (stereo not drawn),.,7.2%,-1.2%,i,64,.,1.1%,.,.,.
Clc1nc(CN2CCOCC2)nc2sc3c(c12)CCC3,1%,-2.1%,-0.4%,i,15,5%,0.5%,-1%,-3%,1.1
CC1CCc2c(sc(NC(=O)C3CCCO3)c2C#N)C1 (stereo not drawn),8%,3.8%,-0.6%,i,53,8%,0.1%,1%,2%,1
O=C(CN1C(=O)C2CC=CCC2C1=O)Nc1ccc(Br)cc1 (stereo not drawn),.,3.0%,-0.2%,i,59,.,0.0%,.,.,.
Cc1nc(C)c(-c2ccccc2)c(=O)[nH]1,-2%,0.8%,0.3%,i,21,-8%,0.2%,8%,8%,1.1
O=C(C1CCC1)N1CCc2cc(S(=O)(=O)NC3CCCC3)ccc21,2%,8.6%,-0.6%,i,33,-1%,2.0%,2%,3%,1.1
CC1(C)CC(=O)c2sc(NS(=O)(=O)c3ccc([N+](=O)[O-])cc3)nc2C1,.,1.5%,-0.2%,i,12,.,-0.3%,.,.,.
O=C(O)CNc1nc(-c2ccccc2)nc2c1oc1ccccc12,5%,2.6%,0.0%,i,58,9%,-0.4%,.,.,.
O=C(Nc1ccccc1C(F)(F)F)c1cnccn1,.,4.0%,-0.2%,i,46,.,-0.1%,.,.,.
CC1(c2ccccc2)NC(=O)N(CC(=O)NNC(=O)c2ccccc2)C1=O (stereo not drawn),.,4.8%,-0.1%,i,39,.,1.9%[50 µM],.,.,.
COc1ccc(CCNC(=O)COc2cc(C)cc3oc(=O)cc(C)c23)cc1,.,2.6%,-0.1%,i,11,.,-0.1%,.,.,.
Nn1c(SCCOc2ccccc2)nnc1-c1cccnc1,6%,0.8%,0.7%,i,41,5%,1.2%,2%,-1%,1
O=C(/C=C/c1ccc2c(c1)OCCO2)c1ccccc1,6%,.,-0.1%,i,31,9%,.,.,.,.
CCOC(=O)C1CCCCN1Cc1cccc(F)c1 (stereo not drawn),8%,0.6%,0.1%,i,16,1%,9.4%,-12%,-9%,1.2
COc1ccc(Br)cc1/C=N/NC(=O)c1cccnc1,.,2.0%,-0.6%,i,46,.,-0.1%,.,.,.
CC1=C(C(=O)Nc2cccc(C(=O)NCc3ccc(F)cc3)c2)SCCO1,.,14%,0.0%,i,9,.,0.1%,.,.,.
O=C(Cc1cccs1)NCC1CCCO1 (stereo not drawn),-1%,-0.2%,-0.1%,i,17,-5%,1.3%,7%,4%,1.1
O=C(CN(C(=O)CNS(=O)(=O)c1ccc(F)cc1)c1ccccc1F)NCc1ccco1,.,-0.1%,-0.3%,i,22,.,-0.1%,.,.,.
CCC(C)NC(=O)c1cn(CC)c2ccc(S(=O)(=O)N3CCCCCC3)cc2c1=O (stereo not drawn),.,5.6%,0.6%,i,20,.,0.2%,.,.,.
OCC1OC(n2cnc3c(NC4CCCC4)ncnc32)C(O)C1O (stereo not drawn),.,0.4%,0.3%,i,23,.,2.9%,.,.,.
O=C1c2ccccc2C(=O)N1Cc1cc(-c2ccccc2)no1,8%,-1.0%,0.0%,i,50,9%,0.7%[50 µM],16%,13%,1
Clc1ccc(OCCn2ccnc2)c(Br)c1,0%,16%,0.1%,i,38,19%,-2.1%,0%,5%,1.1
CC(C)Cc1ccc(C(C)C(=O)Nc2ccccc2O)cc1 (stereo not drawn),0%,-1.5%,-1.9%,i,51,5%,0.1%,.,.,.
COCCC(=O)N1CCC(n2nccc2NC(=O)c2ccccc2C)CC1,.,3.7%,0.3%,i,29,.,0.4%,.,.,.

# 3 of the entries above in order of their number in TNAP activation fold, descending:
molecule | P. falciparum M1AAP | RSV CPE inhibition | West Nile antiviral | T cell HTS | T cell HTS vesicle-bound % | P. falciparum M17LAP | human PMI inhibitors | human PMI inhibition | TNAP activation fold
CSc1cc(-c2ccccc2)n(Cc2c(Cl)cccc2Cl)c(=O)c1C#N | -5% | 6.5% | 0.5% | i | 48 | 5% | 1% | -4% | 1.2
Cc1nc(C)c(-c2ccccc2)c(=O)[nH]1 | -2% | 0.8% | 0.3% | i | 21 | -8% | 8% | 8% | 1.1
CC1CCc2c(sc(NC(=O)C3CCCO3)c2C#N)C1 (stereo not drawn) | 8% | 3.8% | -0.6% | i | 53 | 8% | 1% | 2% | 1

# Bioassay records as filed in PubChem.
